Compound activity (PubChem BioAssay)
SF1 activator = activators of human SF-1, primary screen, cell-based, CHO-K1, Gal4-SF-1 LBD, luciferase luminescence; CHO-K1 Gal4-SF-1 LBD luciferase reporter; % increase over DMSO SF-1-specific signal; 65,000 compounds, 1.9% hits; Steroidogenic factor 1 (Homo sapiens), Q13285; activation, % at 10 µM;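 active means activation above the mean activation of all tested compounds plus 3 SD, cut at about 50% in these data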
Target sequence (Q13285 whole entry, looked up, the tested form may be a part): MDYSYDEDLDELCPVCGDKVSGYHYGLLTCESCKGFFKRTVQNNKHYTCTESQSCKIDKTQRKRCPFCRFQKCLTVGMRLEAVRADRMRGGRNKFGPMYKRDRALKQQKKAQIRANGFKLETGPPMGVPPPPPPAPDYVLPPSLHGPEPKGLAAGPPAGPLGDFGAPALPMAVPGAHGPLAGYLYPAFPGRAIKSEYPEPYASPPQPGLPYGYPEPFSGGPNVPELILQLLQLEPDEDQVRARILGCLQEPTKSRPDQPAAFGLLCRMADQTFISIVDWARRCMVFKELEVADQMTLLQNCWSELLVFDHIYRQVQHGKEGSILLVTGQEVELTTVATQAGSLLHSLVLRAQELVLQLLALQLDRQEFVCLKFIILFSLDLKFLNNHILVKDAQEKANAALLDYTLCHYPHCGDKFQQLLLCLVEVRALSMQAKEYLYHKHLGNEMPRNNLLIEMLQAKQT
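Assay system: CHO-K1 cells co-transfected with Gal4 DBD–human SF-1 LBD, 5xGal4 luciferase reporter / Input: 4,000 cells per well / Incubation: 20 h compound exposure at 37 °C after 1 h cell settling / Detection: SteadyLite luciferase luminescence / Control set: DMSO negative control and −SF1 background wells / Replication: one test per compound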
5HT1a ag = human 5-HT1a receptor agonists, primary screen, cell-based, CHO, Ga15 NFAT-bla reporter; activation, % at 10 µM; 65,000 compounds, 0.56% hits; CHO 5-HT1a Ga15 NFAT-bla reporter, FRET ratio; 0% basal, 100% maximal reference agonist; 5-hydroxytryptamine receptor 1A (Homo sapiens), P08908;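 active means activation above the screen-wide mean activation plus 3 SD, cut at about 19% in these data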;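 further: 0% = DMSO wells and 100% = 5-CT at EC100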
Target sequence (P08908 whole entry, looked up): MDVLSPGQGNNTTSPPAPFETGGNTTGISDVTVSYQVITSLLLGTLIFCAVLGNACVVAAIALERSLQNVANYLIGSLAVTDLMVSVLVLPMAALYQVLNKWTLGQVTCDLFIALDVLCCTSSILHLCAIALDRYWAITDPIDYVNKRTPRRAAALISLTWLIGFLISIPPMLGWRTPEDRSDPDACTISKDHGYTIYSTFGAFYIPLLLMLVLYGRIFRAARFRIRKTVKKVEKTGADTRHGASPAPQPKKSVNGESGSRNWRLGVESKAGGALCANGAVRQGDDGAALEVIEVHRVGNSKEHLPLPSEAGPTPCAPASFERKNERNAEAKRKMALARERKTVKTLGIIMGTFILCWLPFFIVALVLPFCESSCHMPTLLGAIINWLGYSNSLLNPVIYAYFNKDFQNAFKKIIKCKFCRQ
5HT1E ag = 5-HT1E receptor agonists, primary screen, cell-based, HTS; 5-hydroxytryptamine receptor 1E (Homo sapiens), P28566; AID 574, 2007; 65,000 compounds, 0.69% hits; CHO 5-HT1E Ga15 NFAT-bla reporter, FRET; 0% DMSO wells, 100% control agonist wells; activation, % at 6 µM;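 active means activation above a set limit, the screen-wide mean activation plus 3 SD, cut at about 8.5% in these data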;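 further: 100% = positive control agonist at 1 µM giving full maximal response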
5HT1E antag = 5-HT1E receptor antagonists, primary screen, cell-based, HTS; CHO 5-HT1E Ga15 NFAT-bla reporter, FRET, antagonist; 65,000 compounds, 0.99% hits; inhibition, % at 6 µM; 5-hydroxytryptamine receptor 1E (Homo sapiens), P28566;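 active means inhibition above a set limit, the mean inhibition across every tested compound plus 3 SD, cut at about 29% in these data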;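 further: signal is the 460 over 535 nm emission ratio of beta-lactamase substrate; 0% = agonist plus DMSO wells and 100% = wells without agonist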
MMP13 inh = human MMP13 inhibitors, primary screen, biochemical, FRET peptide cleavage; Collagenase 3 (Homo sapiens), P45452; MMP-13 fTHP FRET cleavage, Mca fluorescence; inhibition, % at 4 µM; 65,000 compounds, 0.07% hits;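 active means inhibition above the mean of compound-free control plate wells plus 3 SD, cut at about 14% in these data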;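 further: 0% = DMSO wells and 100% = wells with reference MMP-13 inhibitor after basal subtraction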
tolC growth inh = growth inhibitors of E. coli tolC mutant, primary screen, strain BW25113 ΔtolC::kan, 384-well; 65,000 compounds, 2.2% hits; AID 573, 2007; OD615; growth inhibition, % at 10 µM (by protocol);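 active means growth inhibition at or above a cutoff equal to the mean over every tested compound plus 3 SD, cut at about 60% in these data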;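 further: growth measured after 20 h incubation at 37 °C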
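test system = E. coli BW25113 ΔtolC::kan bacteria | medium = LB with kanamycin 50 µg/mL | signal = OD at 615 nm | schedule = 37 °C, 20 h exposure | evaluation = % inhibition of E. coli growth | compound dosing = one dose of 10 µM final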
RORA act = activators of orphan receptor RORA, primary screen, cell-based, luminescence. activation, % at 10 µM. CHO-K1 Gal4-RORA LBD luciferase reporter; percent increase over mock-subtracted basal signal. AID 560, 2006. 65,000 compounds, 1.5% hits;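 active means activation above the mean of all tested compounds plus 3 SD, cut at about 49% in these data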;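 further: 0% = DMSO-treated RORA cells and 100% = added signal equal to DMSO minus mock-transfected cells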
5HT1a antag = human 5-HT1a receptor antagonists, primary screen, cell-based, CHO, Ga15 NFAT-bla reporter | 5-hydroxytryptamine receptor 1A (Homo sapiens), P08908 | CHO 5-HT1a Ga15 NFAT-bla reporter, antagonist mode | inhibition, % at 10 µM | 62,000 compounds, 0.68% hits | AID 612, 2007;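 active means inhibition above the mean of all tested compounds plus 3 SD, cut at about 43% in these data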;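 further: receptor stimulated by 5-CT agonist at 100 nM near EC80; beta-lactamase reporter measured by ratiometric fluorescence of a cleavable substrate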
NADH enzymes = inhibitors of PK/LDH coupling enzymes, profiling panel, artefact control, biochemical, MLSMR library | coupled PK/LDH NADH assays, four targets | IC50, µM (titrated, usually from 10 µM), without a hit: at the highest dose inhibition | 65,000 compounds, 0.02% hits | AID 774, 2007;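 active means single-dose screening hits from any of four coupled enzyme assays that gave an IC50 when retested across doses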;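 further: the DPM-DC format reads NADH fluorescence rather than 340 nm absorbance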
* = called active by the depositor; x = no result given; [ ] = another dose, or the depositor's remark.

SMILES	SF1 activator	5HT1a ag	5HT1E ag	5HT1E antag	MMP13 inh	tolC growth inh	RORA act	5HT1a antag	NADH enzymes
CN1[C@@H](CC(=O)c2ccccc2)CCC[C@H]1C[C@H](O)c1ccccc1	-13	1.2	-0.8	12	-5	10	13	x	5%
CCOC(=O)c1cc(NC(=O)c2ccoc2C)cc(C(=O)OCC)c1	8	1.4	-0.8	18	2	48	-2	9	4%
c1ccc2c(c1)nc(CN1CCOCC1)n1c3ccccc3nc21	8	2.1	1.1	3	-19	-1	-2	x	4%
CC(=O)OCC(OC(C)=O)C(OC(C)=O)C(OC(C)=O)C(=O)Nc1ccccc1C (centres undefined)	-15	-0.9	-1.5	1	2	4	-7	7	5%
CC(=O)Nc1ccccc1C(=O)N1CCc2ccccc21	20	-2.7	-0.4	-6	-6	5	8	7	3%
Cc1nc2c(-c3ccccc3)c(C)nn2c(C)c1CCC(=O)N1CCOCC1	-5	-0.9	0.8	-10	-20	26	-7	-13	5%
CCN1C(=O)C(O)(CC(=O)c2ccc(-n3cccc3)cc2)c2ccccc21 (centres undefined)	3	-2.5	0.1	4	-4	11	11	3	0%
Cc1ccc(C(=O)C2=C(O)C(=O)N(c3ncccn3)C2c2ccc(Cl)cc2)o1 (centres undefined)	-1	2.4	-0.2	-26	-1	7	-6	x	2%
CCOC(=O)C1=C(C)Nc2nnnn2C1c1c[nH]c2ccccc12 (centres undefined)	13	-0.2	-0.3	-7	2	4	-15	-8	0%
CCCNC(=O)NC(=O)CN1C(=O)NC(C)(c2ccc(C)cc2)C1=O (centres undefined)	-6	-1.6	0.2	-1	-4	-7	-15	-14	1%
CC(C)NC(=O)c1ccccc1NC(=O)c1ccccc1N(C)S(C)(=O)=O	8	-2.8	-0.4	-4	3	-6	-8	-3	2%
c1ccc(-n2nnnc2Oc2ccc(-c3nnco3)cc2)cc1	-5	0.7	-0.6	9	2	2	3	1	5%
O=C(CSc1nccc2ccccc12)N1CCN(Cc2ccc3c(c2)OCO3)CC1	-4	-3.1	-0.4	-4	2	42	-4	10	4%
CC1Cc2cc(/C(O)=C3/C(=O)C(=O)N(Cc4ccco4)C3c3cccs3)ccc2O1 (centres undefined)	44	-0.4	-0.4	0	5	25	-1	6	4%
Cc1cc(C)c(C#N)c(N2CCN(Cc3ccc4c(c3)OCO4)CC2)n1	-12	2.3	0.1	8	-8	25	16	-1	4%
O=P(O)(O)CCP(=O)(c1ccccc1)c1ccccc1	-10	-0.1	0.5	0	-5	-16	-13	-7	6%
COc1ccc(-n2nnnc2SCC(=O)Nc2nnc(C)s2)cc1OC	-1	-1.1	-1.5	-2	8	-25	-26	-6	7%
COc1ccc(OC)c(NC(=O)c2cc(S(=O)(=O)NCc3ccco3)ccc2F)c1	10	-0.9	0.8	11	4	12	0	3	5%
CCOC(=O)c1[nH]c2ccccc2c1NC(=O)CN1CCCCC1	-18	-0.4	0.0	-4	-4	-2	-32	12	9%
Cc1ccc(S(=O)(=O)c2c(N)n(CCN3CCOCC3)c3nc4ccccc4nc23)cc1C	-9	0.1	0.6	3	-80[fluorescence artefact?]	9	9	0	12%[fluoresces]
O=C(NCc1ccco1)c1ccc(CS(=O)(=O)Cc2ccc(F)cc2)o1	0	-3.1	-0.2	7	5	-20	-3	6	5%
C=CCN(C(=O)CNC(=O)c1ccco1)C(C(=O)NC1CCCCC1)c1ccccc1F (centres undefined)	-6	-1.0	0.4	-6	-7	-11	-25	-2	3%
O=C(Nc1ccccc1N1CCCC1)c1ccc(Br)o1	-1	1.2	-0.4	-9	2	20	-18	-5	1%
Cn1c(SCC(=O)NCc2ccccc2)nc2ccccc21	-15	-0.9	-0.3	2	1	5	-1	x	3%
NC(=O)c1cnn2c(C(F)(F)F)cc(-c3ccc(F)cc3)nc12	-9	0.8	1.3	9	-14	-5	-16	-28	8%

12 of the compounds above, with bars between the fields:
structure | SF1 activator | 5HT1a ag | 5HT1E ag | 5HT1E antag | MMP13 inh | tolC growth inh | RORA act | 5HT1a antag | NADH enzymes
CC1Cc2cc(/C(O)=C3/C(=O)C(=O)N(Cc4ccco4)C3c3cccs3)ccc2O1 (centres undefined) | 44 | -0.4 | -0.4 | 0 | 5 | 25 | -1 | 6 | 4%
Cc1cc(C)c(C#N)c(N2CCN(Cc3ccc4c(c3)OCO4)CC2)n1 | -12 | 2.3 | 0.1 | 8 | -8 | 25 | 16 | -1 | 4%
O=P(O)(O)CCP(=O)(c1ccccc1)c1ccccc1 | -10 | -0.1 | 0.5 | 0 | -5 | -16 | -13 | -7 | 6%
COc1ccc(-n2nnnc2SCC(=O)Nc2nnc(C)s2)cc1OC | -1 | -1.1 | -1.5 | -2 | 8 | -25 | -26 | -6 | 7%
COc1ccc(OC)c(NC(=O)c2cc(S(=O)(=O)NCc3ccco3)ccc2F)c1 | 10 | -0.9 | 0.8 | 11 | 4 | 12 | 0 | 3 | 5%
CCOC(=O)c1[nH]c2ccccc2c1NC(=O)CN1CCCCC1 | -18 | -0.4 | 0.0 | -4 | -4 | -2 | -32 | 12 | 9%
Cc1ccc(S(=O)(=O)c2c(N)n(CCN3CCOCC3)c3nc4ccccc4nc23)cc1C | -9 | 0.1 | 0.6 | 3 | -80[fluorescence artefact?] | 9 | 9 | 0 | 12%[fluoresces]
O=C(NCc1ccco1)c1ccc(CS(=O)(=O)Cc2ccc(F)cc2)o1 | 0 | -3.1 | -0.2 | 7 | 5 | -20 | -3 | 6 | 5%
C=CCN(C(=O)CNC(=O)c1ccco1)C(C(=O)NC1CCCCC1)c1ccccc1F (centres undefined) | -6 | -1.0 | 0.4 | -6 | -7 | -11 | -25 | -2 | 3%
O=C(Nc1ccccc1N1CCCC1)c1ccc(Br)o1 | -1 | 1.2 | -0.4 | -9 | 2 | 20 | -18 | -5 | 1%
Cn1c(SCC(=O)NCc2ccccc2)nc2ccccc21 | -15 | -0.9 | -0.3 | 2 | 1 | 5 | -1 | x | 3%
NC(=O)c1cnn2c(C(F)(F)F)cc(-c3ccc(F)cc3)nc12 | -9 | 0.8 | 1.3 | 9 | -14 | -5 | -16 | -28 | 8%

(continued)
SMILES	SF1 activator	5HT1a ag	5HT1E ag	5HT1E antag	MMP13 inh	tolC growth inh	RORA act	5HT1a antag	NADH enzymes
Cc1ccc(NCc2nnc(SCC(=O)N3CCCCC3)n2CC2CCCO2)c(C)c1 (centres undefined)	6	-2.7	0.2	7	7	-3	13	10	4%
COC(=O)c1c(NC(=O)CSc2nnnn2-c2ccccc2)sc2c1CCCC2	9	6.0	1.2	-12	-3	24	-13	-23	9%
CCOc1ncccc1C(=O)Nc1ccc(Cl)cc1	2	-0.6	0.6	7	-8	18	20	16	3%
Cc1noc(C)c1COc1ccc(C(=O)OCC(=O)NC(=O)C2COc3ccccc3O2)cc1 (centres undefined)	9	-0.7	-0.4	-9	8	-13	-14	-5	3%
CC(C)(C)SCCNS(=O)(=O)c1ccc(F)cc1	-6	0.2	0.6	-8	2	-7	0	-21	5%
CCOC(=O)N1CCN(c2cc3[nH]c(=S)[nH]c3cc2F)CC1	17	0.2	0.1	5	-5	-10	2	-2	3%
CCn1nnnc1Oc1ccc(Cl)cc1	3	-0.9	-0.1	5	-2	-15	-2	10	5%
Cc1nc2nc(SCC(=O)N3CCOCC3)nn2c(C)c1Cc1c(F)cccc1Cl	12	3.0	1.2	4	-6	7	23	-9	2%
CCC(C)NC(=O)CC1Oc2ccc(C)cc2NC1=O (centres undefined)	1	0.9	-0.4	-6	-3	-6	2	-11	1%
CC(C)N(C(=O)Cn1c(SCC(=O)N2CCN(c3ccccc3)CC2)nc2ccccc21)C(C)C	-6	-2.0	0.1	-1	-6	-6	-15	4	4%
CCCCOc1ccccc1Cn1c(=O)oc2ccccc21	-14	-5.1	-0.6	0	-2	10	-15	14	4%
CCC(c1nnnn1C1CCCC1)N1CCN(c2ccccc2F)CC1 (centres undefined)	-17	-3.0	0.2	-18	4	7	-6	20	6%
Cn1c(=O)c2c(nc(Oc3ccc4c(c3)OCO4)n2Cc2ccc(Cl)cc2)n(C)c1=O	-1	-1.6	0.6	-11	4	-5	-4	-4	10%
C=C(C)C1CCC(C)=C1COC(=O)Nc1ccccc1 (centres undefined)	-27	-1.9	1.3	1	4	78*	2	-4	3%
CNC(=O)Oc1ccc2c(c1)[C@]1(C)CCN(C)[C@@H]1N2C	15	1.1	-0.1	-2	-16	-18	4	x	6%
CCOC(=O)c1[nH]nc(-c2c(O)cc(C)cc2O)c1-c1csc(C)n1	11	-1.4	0.0	-1	1	-15	-15	8	3%
O=C(C1CCCO1)N1CCC(O)(c2ccccc2)CC1 (centres undefined)	10	0.5	-0.6	7	0	-15	1	19	10%
CCOc1ccccc1C1CC(=O)Nc2cc3c(cc21)OCCO3 (centres undefined)	-11	-3.5	-1.2	64*	-3	12	-24	44*	8%
Cc1cc2n(n1)SC(Nc1ccccc1)N2 (centres undefined)	15	-1.8	-0.1	1	4	-4	-20	8	3%
CC(C)OCCCn1c(=S)[nH]c2ccc(N3CCOCC3)cc2c1=O	-7	-1.8	-0.3	-1	-27	-6	-10	5	15%
Cc1ccc(NC(=O)CS(=O)CC(=O)Nc2cccc(C)c2C)cc1F (centres undefined)	-2	-1.3	0.1	3	-15	2	4	6	6%
O=C(COC(=O)C1c2ccccc2Oc2ccccc21)Nc1ccc2c(c1)OCO2	6	-2.1	0.2	2	-3	37	-12	9	4%
Cc1ccc(CN2C(=O)CCC2C(=O)NCc2ccc(F)cc2)cc1 (centres undefined)	-3	-1.9	-1.4	1	0	-8	-6	5	4%
CCOc1cc(CN2CCCCC2)ccc1OC	-1	0.1	-0.7	1	4	-30	3	6	0%
CCOC(=O)CSC1=Nc2ccccc2C2=NC(CC(=O)NCc3ccc(OC)cc3)C(=O)N12 (centres undefined)	10	-1.1	-0.4	-5	-4	7	2	-21	3%
Cc1ccc(-n2[nH]c(C)c(/C=N/c3ccccn3)c2=O)cc1	9	-1.8	-0.5	9	-6	-10	-10	-4	9%
CCOC(=O)c1ccc(N2C(=O)CC(N3CCOCC3)C2=O)cc1 (centres undefined)	-15	-3.5	-0.6	4	5	-16	3	6	1%
CC(=O)OC1c2c(ccc3ccc(=O)oc23)OC(C)(C)C1OC(=O)CC(C)C (centres undefined)	8	-1.1	-0.1	-7	-18	20	5	-13	12%
CCN1CCN(C(=O)N[C@@H](C(=O)N[C@@H]2C(=O)N3[C@@H]2SC(C)(C)[C@@H]3C(=O)O)c2ccccc2)C(=O)C1=O	-9	2.4	-0.7	-9	9	13	-17	x	4%
NC(=O)/C(=N\O)c1ccccc1	-5	2.5	-1.9	1	1	3	3	x	2%
